# Tau fluor counter – Counterscreen qHTS for Inhibitors of Tau Fibril Formation, Fluorescence Polarization; tau K18 P301L (four-repeat tau fragment) Alexa594 fluorescence, heparin fibrillization; Potency, µM (titrated, usually from 57.7 µM), for the others: top-dose activity change, negative = decrease; 280,000 tested, 0.93% active; also: potency is read from the fitted curve at half-maximal effect; % is scaled to controls: 0 for no effect and ±100 for the full control effect; nearly all actives have a fitted effect of over 55% in size
#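 Human K18 P301L tau (15 uM unlabeled plus 0.24 uM Alexa 594-labeled, final) in 100 mM sodium acetate pH 7 was mixed with compound and 20 uM heparin and incubated 6 hr at 37 C.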
# GLA spleen mod – qHTS Assay for Inhibitors and Activators of Human alpha-Galactosidase From Spleen Homogenate. Alpha-galactosidase A (Homo sapiens), P06280. human spleen homogenate, 4MU-alpha-Gal fluorescence, 40 min. Potency, µM (series often up to 80 µM), without a hit: at the highest dose activity change, negative = inhibition, hits mostly inhibitors. 240,000 tested, 0.008% active;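 also: potency is read from the fitted curve at half-maximal effect; 0% = enzyme with vehicle and -100% = no enzyme basal signal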
# Target sequence (P06280 32-429 limits assumed): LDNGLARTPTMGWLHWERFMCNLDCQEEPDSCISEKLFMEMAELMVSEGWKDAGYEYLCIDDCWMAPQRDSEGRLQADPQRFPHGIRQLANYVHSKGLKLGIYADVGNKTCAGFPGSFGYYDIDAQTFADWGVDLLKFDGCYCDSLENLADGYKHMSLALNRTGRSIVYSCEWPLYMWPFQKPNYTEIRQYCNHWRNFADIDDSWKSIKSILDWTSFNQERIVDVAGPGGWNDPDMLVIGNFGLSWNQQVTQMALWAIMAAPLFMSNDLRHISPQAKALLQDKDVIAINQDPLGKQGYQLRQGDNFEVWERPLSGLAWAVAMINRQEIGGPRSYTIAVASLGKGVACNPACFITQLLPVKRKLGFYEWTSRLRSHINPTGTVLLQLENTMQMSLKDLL
#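 Human spleen homogenate (1 ug) was the enzyme source, with 4-methylumbelliferyl-alpha-D-galactopyranoside (1 mM final) in pH 5.0 citrate buffer with 0.01% Tween-20. Compounds were titrated; after 40 min at 37C, NaOH/glycine stop, 4-MU fluorescence read; AC50 from Hill fits.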
# TRb SRC2 PPI – qHTS for Inhibitors of the Interaction of Thyroid Hormone Receptor and Steroid Receptor Coregulator 2. 280,000 tested, 0.065% active. AID 1469, 2008. Potency, µM (titrated, usually from 106 µM), inactives show at the highest dose activity change, negative = inhibition, usual class: inhibitors. TRbeta-SRC2 peptide binding, fluorescence polarization; receptor liganded with 1 µM T3;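 also: potency is read from the fitted curve at half-maximal effect; plate controls were bound peptide for no effect and peptide without receptor for full effect; nearly all actives have a fitted effect of over 50% in size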
# Target sequence (P10828 whole entry, looked up): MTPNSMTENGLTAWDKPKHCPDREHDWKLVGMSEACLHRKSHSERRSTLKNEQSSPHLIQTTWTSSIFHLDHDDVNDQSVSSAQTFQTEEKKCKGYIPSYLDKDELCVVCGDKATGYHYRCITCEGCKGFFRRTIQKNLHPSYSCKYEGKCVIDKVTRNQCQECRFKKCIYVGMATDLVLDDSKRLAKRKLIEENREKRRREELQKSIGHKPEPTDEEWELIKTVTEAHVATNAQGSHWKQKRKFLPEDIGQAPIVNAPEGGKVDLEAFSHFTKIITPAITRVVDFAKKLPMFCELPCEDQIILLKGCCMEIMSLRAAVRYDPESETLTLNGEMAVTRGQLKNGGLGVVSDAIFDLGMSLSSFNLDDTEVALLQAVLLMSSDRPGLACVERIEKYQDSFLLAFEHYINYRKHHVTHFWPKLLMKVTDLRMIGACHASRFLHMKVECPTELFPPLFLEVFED
#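 Binding of a 20-amino-acid Texas Red SRC2 peptide (20 nM) to TRb ligand-binding domain (0.6 uM) with agonist T3 at 1 uM was followed by fluorescence polarization after a 5 hr room-temperature incubation.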
# Epigenetic reg – Quantitative High-Throughput Screen for Regulators of Epigenetic Control; murine LDR cells, GFP reporter derepression, 30 h; Potency, µM (doses to about 53.9 µM), for inactives: at the highest dose GFP activation, hits mostly activators; 280,000 tested, 0.2% active; AID 1865, 2009; also: potency is read from the fitted curve at half-maximal effect; % of control where 0% means no effect; nearly all actives have a fitted effect of over 60% in size
#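 In this reporter-derepression format, murine cells bearing a silenced integrated CMV-GFP locus incubate with test compound (30 h, 37 C), then are washed and imaged; fluorescent objects of 20–120 um count as induced cells.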
# TR SRC2 fluor cs – Total Fluorescence Counterscreen for Inhibitors of the Interaction of Thyroid Hormone Receptor and Steroid Receptor Coregulator 2. Potency, µM (titrated, usually from 106 µM), for inactives: at the top dose fluorescence change, negative = quenching. 280,000 tested, 0.29% active. TRb/SRC2 Texas Red total fluorescence interference; active = well fitted curve in either direction with a large enough effect; inconclusive = small, poorly fitted or top-dose-only effect; also: potency is read from the fitted curve at half-maximal effect; % is scaled to controls: 0 for no effect and ±100 for the full control effect
#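 Human TRβ ligand-binding domain (0.6 uM) and Texas Red SRC2 peptide (20 nM) in Tris buffer with 1 uM T3 and 5% DMSO were incubated with pinned compound for 5 hr at ambient temperature. Total fluorescence was computed as S + 2P (555/632 nm).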
# CBFb-RUNX1 inh – qHTS Assay for Compounds Blocking the Interaction Between CBF-beta and RUNX1 for the Treatment of Acute Myeloid Leukemia | Runt-related transcription factor 1 (Homo sapiens) + Core-binding factor subunit beta … | AlphaScreen CBFb-His/RUNX1-biotin binding, biochemical | Potency, µM (top dose mostly 59.8 µM), for inactives: at the highest dose activity, negative = inhibition, actives largely listed as inhibitors | 230,000 tested, under 10 active; also: % of control where 0% means no effect
#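 Bead-based AlphaScreen assay; binding partners His-tagged CBF-beta and biotinylated RUNX1 at 30 nM each. Compound exposure 15 min after a 20-min protein preincubation; bead step 90 min; all steps at room temperature.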
# Tau FP inhib – qHTS for Inhibitors of Tau Fibril Formation, Fluorescence Polarization | AID 1468, 2008 | 280,000 tested, 0.39% active | K18 P301L tau heparin fibrillization, Alexa594 FP, 6 h | Potency, µM (series often up to 57.7 µM), inactives show at the top dose activity, negative = inhibition, hits mostly inhibitors; also: potency is read from the fitted curve at half-maximal effect; % is scaled to controls: 0 for no effect and ±100 for the full control effect; nearly all actives have a fitted effect of over 55% in size
# Target sequence (P10636 561-689 P618L limits assumed): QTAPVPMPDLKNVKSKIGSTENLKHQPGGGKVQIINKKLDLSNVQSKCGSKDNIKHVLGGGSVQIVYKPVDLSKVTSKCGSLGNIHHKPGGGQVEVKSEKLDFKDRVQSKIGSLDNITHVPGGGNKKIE
#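 Human tau K18 […] P301L fragment, 15 uM unlabeled plus 0.24 uM Alexa 594-labeled tau (final), with compound and 20 uM heparin in 100 mM sodium acetate pH 7; 6 hr at 37 C, then Alexa 594 FP read.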
# NPSR antagonist – qHTS Assay for Antagonists of the Neuropeptide S Receptor: cAMP Signal Transduction; AID 1461, 2008; Potency, µM (doses to about 38.3 µM), inactives show top-dose activity change, negative = inhibition, usual class: inhibitors; 220,000 tested, 1% active; Q6W5P4; CHO-NPSR cells, cAMP TR-FRET, antagonist mode; also: potency is read from the fitted curve at half-maximal effect; % is scaled to controls: 0 for no effect and ±100 for the full control effect; nearly all actives have a fitted effect of over 50% in size; many of its hits are not listed in these tables
# * marks the source's active call; other numbers are inactive results; ? = inconclusive; . = no result given; [ ] = another dose, or the depositor's remark. Unless noted, calls follow the shape of the dose curve; as a rule, active = well fitted curve in the direction sought with a large enough effect; inconclusive = small, poorly fitted or top-dose-only effect, or another doubt; inactive = no such curve, though single readings can be large; an effect the other way counts as inactive or inconclusive. These rows are one share of the data (hit frequency here may not be typical).
molecule | Tau fluor counter | GLA spleen mod | TRb SRC2 PPI | Epigenetic reg | TR SRC2 fluor cs | CBFb-RUNX1 inh | Tau FP inhib | NPSR antagonist
CC(OC(=O)C1CC=CCC1C(N)=O)C(Cl)=C(Cl)Cl (stereo not given) | 0% | -4% | -18% | -2.1% | -1% | -2% | -2% | 8%[46.1 µM]
CSc1ncccc1-c1nc2ccccc2[nH]1 | -17% | -11% | -2% | 1.6% | -2% | 1% | -14% | ?
O=C(NC1CCCCC1)c1ccc2c(c1)N(Cc1cccc(F)c1)C(=O)c1ccccc1S2 | -11% | . | -3% | -1.1% | -11% | . | -9% | .
c1ccc(Cn2nnc3c(N4CCCCCC4)ncnc32)cc1 | 3% | -5% | -18% | 0.0% | 1% | 7% | -7% | -17%[46.1 µM]
COc1ccc(NC(=O)C2CC(=O)N(c3cccc(C)c3C)C2)cc1 (stereo not given) | -8% | -6% | -15% | -0.7% | -1% | 2% | -1% | 2%[46.1 µM]
O=C1Nc2cccnc2Sc2ccccc21 | -12% | -1% | -1% | 3.4% | -2% | 0% | -15% | -7%[46.1 µM]
CC(=O)OCC(NC(=O)C(Cc1ccccc1)NC(=O)OC(C)(C)C)C1OC(n2cc(C)c(=O)[nH]c2=O)C(OC(C)=O)C1OC(C)=O (stereo not given) | . | 3% | 3% | . | -1% | 7% | . | .
N=c1c2c3c(sc2ncn1CCN1CCOCC1)CCCCC3 | -3% | 10% | -19% | 0.6% | -3% | -4% | 2% | 6%[46.1 µM]
COc1ccc2c(c1)CC(C(=O)NCCN1CCN(c3cccc(Cl)c3)CC1)CO2 (stereo not given) | -20% | . | 7% | 2.5% | -1% | . | 0% | .
O=C(CN1CCN(S(=O)(=O)c2ccc(Cl)cc2)CC1)Nc1ccc(N2CCOCC2)cc1 | -21% | -2% | -3% | 0.0% | 1% | -6% | -2% | 10%
O=C(Cn1ncc2c(=O)oc3ccccc3c21)N1CCCN(Cc2ccccc2F)C1 | -8% | -4% | -7% | 0.0% | -1% | -2% | 1% | 12%
CCOC(=O)N1CCC(NS(=O)(=O)c2ccc(C)cc2)CC1 | 7% | -6% | -8% | -1.0% | 0% | 8% | 0% | -4%
O=[N+]([O-])c1cccnc1N1CCC(c2cc(-c3ccc(Cl)cc3)n[nH]2)CC1 | ? | 7% | -15% | ? | 2% | -23% | -8% | ?
O=C(Cn1ncn2c(cc3ccccc32)c1=O)NCc1ccc(F)cc1 | -9% | . | 4% | 6.8% | 1% | . | -5% | .
CCOc1ccccc1NC(=O)c1cn(C2CCCCC2)c(=O)c2c1c1ccccc1n2C | -9% | . | -4% | 1.0% | 0% | . | 3% | .
O=C(COC(=O)c1cccc(S(=O)(=O)N2CCCC2)c1)NCc1ccccc1 | -9% | -5% | -1% | 1.1% | -2% | -4% | -2% | -4%
O=C1C(=O)N(CCN2CCOCC2)C(c2ccncc2)/C1=C(/O)c1ccc2c(c1)OCO2 (stereo not given) | -9% | 1% | -2% | -1.0% | 0% | 8% | -6% | 12%
NCCCCCCNS(=O)(=O)c1ccc2c(Cl)cccc2c1 | -5% | -2% | -2% | 3.9% | 0% | -4%[21.7 µM] | 8% | .
O=c1cc(-c2ccc(F)cc2)nc(SCc2nc(-c3cccc(Cl)c3)no2)[nH]1 | 4% | . | -8% | -2.8% | -1% | . | -17% | .
COc1cccc(-n2c(COc3ccccc3C)nnc2SCC(=O)O)c1 | 0% | -8% | 5% | 1.6% | -1% | 14% | 7% | -4%[46.1 µM]
Cc1ccc(-c2nnc(-c3cccc(Br)c3)o2)cc1 | -9% | 1% | 3% | -1.2% | -1% | 9% | -3% | ?
CCn1c(C(C)C)n[nH]c1=S | -7% | 5% | -7% | 1.4% | 1% | 3% | -3% | 21%
CCOC(=O)c1cc(C)nc(Sc2ccc(C)cc2)c1C#N | -20% | -3% | -2% | 0.2% | -1% | ? | -3% | 46%
CSc1ccc(/C=N/N2CCN(Cc3ccccc3Cl)CC2)cc1 | -27% | -4% | 6% | 1.3% | -1% | -15% | 6% | -18%
COc1ccc2[nH]c(=O)c(CN(Cc3cccnc3)C(=O)Nc3ccccc3)cc2c1 | 5% | 6% | 1% | 0.0% | -3% | -1% | 0% | ?
CCOC(=O)c1oc2ccccc2c1NC(=O)C1CCCCC1 | -8% | -3% | 0% | -1.1% | -3% | 10% | 2% | -2%[46.1 µM]
COc1cccc(-c2ccc(C#N)c(SCC(=O)NCCc3cccc(Cl)c3)n2)c1 | -9% | -1% | -6% | 5.0% | 0% | 5% | -11% | -5%[46.1 µM]
CCOc1ccc(NC(=O)CC2C(=O)N(CC)C(=S)N2CCN2CCOCC2)cc1 (stereo not given) | -1% | 0% | -8% | 0.8% | 3% | 21% | 5% | 12%
O=C(Nc1cccc(F)c1)C1CCN(S(=O)(=O)c2ccc3[nH]c4c(c3c2)CCCCC4)CC1 | 28µM*[quencher] | . | 4% | -3.1% | -2% | . | -2% | .
CCC(Oc1ccccc1)C(=O)Nc1nnc(S(=O)(=O)N(CC)CC)s1 (stereo not given) | -19% | . | -1% | 9.3% | 1% | . | 6% | .
COc1ccccc1N1CCN(c2nc3ccccc3n3cnnc23)CC1 | -28% | . | -1% | 0.0% | -13% | . | 13% | .
Cc1cccc(C(=O)Nc2ccc(S(=O)(=O)N3CCCCC3c3cccnc3)cc2)c1 (stereo not given) | ? | . | -5% | 0.0% | -3% | . | ? | .
CCOC(=O)CNS(=O)(=O)c1ccc(F)cc1Br | . | -2% | 9% | . | -2% | 8% | . | .
O=C(CN(Cc1ccco1)C(=O)Cn1nnc(-c2cccs2)n1)NCC1CCCO1 (stereo not given) | 6% | 1% | -5% | -0.1% | -5% | -2% | 1% | 9%
CCCCCOc1ccc(C(=O)NCC(=O)NCC(=O)OCC)cc1 | -9% | 0% | -10% | 5.2% | -2% | 7% | -8% | 17%[7.67 µM]
C#CC[N+]1(CC#Cc2ccccc2)CCCC1 | -1% | -7% | -17%[53 µM] | -2.7% | -2%[53 µM] | 0% | -9% | 4%[46.1 µM]
Cc1cc(NC(=O)CSc2nccn2-c2ccc(F)cc2)no1 | 5% | 1% | 0% | 0.9% | -7% | 0% | 5% | -3%[46.1 µM]
O=C(CNC(=O)c1ccccc1F)OCC(=O)N1CCCc2ccccc21 | -8% | -10% | 1% | 0.0% | -1% | 6% | -1% | 15%
OCCNc1nc2ccc(Cl)cc2[nH]1 | -14% | -3% | -26% | 0.9% | 0% | 12% | 4% | -12%[46.1 µM]
Cc1ccc(-c2nc(COC(=O)c3c(C)noc3C)cs2)cc1 | -9% | 10% | -6% | -1.1% | 1% | 22% | 5% | -12%[46.1 µM]
Oc1oc(-c2ccccc2)nc1/C=N/c1ccccn1 | 16%[2.34 µM] | -6% | -1% | -1.1% | 1% | -3% | 6%[2.34 µM] | 6%
Cc1cnn(C(=S)NCC2CCCO2)c1 (stereo not given) | -1% | 6% | -1% | 2.6% | -5% | 0% | -4% | 10%[46.1 µM]
COc1cccc(/C=C/C(=O)OCC(=O)NCC2CCCO2)c1OC (stereo not given) | 3% | -9% | -17%[53 µM] | 2.6% | 71µM*[quencher] | -2% | -5% | -14%[46.1 µM]
Cn1c(=O)[nH]c(=O)c2c1nc1n2CCCS1 | 0% | 0% | -4% | 0.7% | 1% | 2% | 3% | 17%[46.1 µM]
COc1cc(NS(=O)(=O)c2cc3c(cc2C)n(C)c(=O)c(=O)n3C)cc(OC)c1 | 1% | . | 7% | -1.2% | ? | . | 0% | .
Cc1cc(C(F)(F)F)nc(CCNCc2c(C(=O)N3CCCC3)nc3ccccn23)n1 | 7% | -2% | 9% | 3.1% | -2% | 6% | 2% | -6%
O=C(NCCc1ccc(Cl)cc1)C1CCN(S(=O)(=O)c2cccc3nonc23)CC1 | -9% | 5% | -14% | -4.5% | 0% | 0% | ? | -24%[46.1 µM]
CCOC(=O)c1c(C)[nH]c(C(=O)CN2CCN(CC)CC2)c1C | 4% | -11% | 5% | -1.6% | -2% | 17% | 9% | 15%
COCCNC(=O)/C(C#N)=C/c1ccc(SC)cc1 | 3% | -6% | 3% | -0.2% | 0% | 15% | 9% | 2%
O=C(NC1CC(=O)N(c2ccccc2)C1)c1cc2ccccc2o1 (stereo not given) | 5% | . | -3% | 2.9% | 1% | . | -1% | .
N#Cc1ccc(N2CCOCC2)nc1 | -7% | -1% | 0% | 0.4% | -1% | -4% | -5% | -26%
CSc1nc(Oc2cccc(C(F)(F)F)c2)cc(C(F)(F)F)n1 | -2% | 1% | -19% | -2.0% | -1% | 1% | 1% | -18%[46.1 µM]
CC(C)(C)C1CCC(=NNC(=O)c2cc(-c3ccccc3)n[nH]2)CC1 (stereo not given) | 7% | 25% | 6% | -1.8% | -1% | 3% | -1% | 11%
O=C(Nc1ccccc1N1CCOCC1)c1cccc([N+](=O)[O-])c1 | -3% | -3% | 10%[53 µM] | -0.3% | -1%[53 µM] | 6% | 1% | 4%
CCCC(=O)N1CC2(C)CN(C(=O)CCC)CC(CCC)(C1)C2=O | 2% | 6% | -12% | 0.2% | -2% | 10% | -1% | -15%[46.1 µM]
Cc1nnc(NC(=O)CSc2nnc(C)n2Cc2ccccc2)s1 | 1% | -12% | -11% | 0.0% | -3% | 12% | 1% | 2%[46.1 µM]
CCC(Cc1ccccc1)NC(=O)c1ccc2nc(N3CCC(C)CC3)sc2c1 (stereo not given) | -5% | . | 5% | 0.0% | 1% | . | -5% | .
